5HT1E ag = agonists of human 5-HT1E serotonin receptor. P28566. activation, % at 6 µM. CHO 5-HT1E Ga15 NFAT-bla reporter, FRET; 0% DMSO wells, 100% control agonist wells. AID 574. actives 0.69% (n = 65,000);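 active = activation above a set limit, the screen-wide mean activation plus 3 SD, cut at about 8.5% in these data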;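 also: 100% = positive control agonist at 1 µM giving full maximal response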
HTR1E antagonist = blocks the human 5-HT1E serotonin receptor; P28566; CHO 5-HT1E Ga15 NFAT-bla reporter, FRET, antagonist; inhibition, % at 6 µM; actives 0.99% (n = 65,000);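 active = inhibition above a set limit, the mean inhibition across every tested compound plus 3 SD, cut at about 29% in these data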;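 also: signal is the 460 over 535 nm emission ratio of beta-lactamase substrate; 0% = agonist plus DMSO wells and 100% = wells without agonist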
M1 agonist = activates the M1 muscarinic receptor; CHO-M1 cells, Fluo-4 calcium fluorescence, agonist mode; hits give high values; B-score at 10 µM; actives 3% (n = 64,000); AID 626;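 active = fluorescence rise, raw or as B-score row- and column-corrected plate score, outside the 99.7% band of its plate's samples, either direction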
5-HT1A blocker = blocks the human serotonin 5-HT1a receptor; P08908; CHO 5-HT1a Ga15 NFAT-bla reporter, antagonist mode; inhibition, % at 10 µM; actives 0.68% (n = 62,000); AID 612;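 active = inhibition above the mean of all tested compounds plus 3 SD, cut at about 43% in these data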;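 also: receptor stimulated by 5-CT agonist at 100 nM near EC80; beta-lactamase reporter measured by ratiometric fluorescence of a cleavable substrate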
Target sequence (P08908 whole entry, looked up): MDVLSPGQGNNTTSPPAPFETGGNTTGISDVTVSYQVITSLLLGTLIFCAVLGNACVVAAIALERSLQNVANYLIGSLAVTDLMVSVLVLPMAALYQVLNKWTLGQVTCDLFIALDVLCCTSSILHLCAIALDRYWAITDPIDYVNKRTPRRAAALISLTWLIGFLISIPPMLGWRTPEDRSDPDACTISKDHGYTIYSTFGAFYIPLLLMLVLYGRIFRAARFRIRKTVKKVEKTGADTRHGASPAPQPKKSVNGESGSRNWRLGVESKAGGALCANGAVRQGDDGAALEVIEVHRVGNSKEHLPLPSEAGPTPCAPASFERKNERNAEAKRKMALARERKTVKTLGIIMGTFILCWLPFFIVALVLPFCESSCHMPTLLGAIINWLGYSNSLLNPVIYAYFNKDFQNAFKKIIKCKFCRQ
S1P1 ag-PAM = agonists and agonism potentiators of human S1P1 receptor | P21453 | S1P1 CRE-bla cells, forskolin, beta-lactamase FRET, potentiator mode; S1P1 agonist co-added at EC20, 2 nM; 100% = saturating reference agonist, 0% = basal | activation, % at 9.5 µM | actives 0.57% (n = 56,000) | AID 449;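 active = activation above a cutoff set at the mean activation of all tested compounds plus 3 SD, cut at about 54% in these data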;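 also: forskolin at 4 µM as EC80 and the EC20 agonist is SEW2871; 100% = SEW2871 at its EC100 plus forskolin at EC80; some compounds past the cut are filed as inactive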
S1P3 agonist = S1P3 (human) receptor agonism; actives 0.1% (n = 60,000); AID 373; S1P3 NFAT-BLA reporter cells, FRET ratio; relative to 1 µM S1P, basal subtracted; activation, % at 4.5 µM; Q99500;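 active = activation above the screen-wide mean plus 3 SD, cut at about 4.5% in these data, passing the limit was not always enough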; also: some compounds called inactive have numbers as strong as hits
Target sequence (Q99500 whole entry, looked up): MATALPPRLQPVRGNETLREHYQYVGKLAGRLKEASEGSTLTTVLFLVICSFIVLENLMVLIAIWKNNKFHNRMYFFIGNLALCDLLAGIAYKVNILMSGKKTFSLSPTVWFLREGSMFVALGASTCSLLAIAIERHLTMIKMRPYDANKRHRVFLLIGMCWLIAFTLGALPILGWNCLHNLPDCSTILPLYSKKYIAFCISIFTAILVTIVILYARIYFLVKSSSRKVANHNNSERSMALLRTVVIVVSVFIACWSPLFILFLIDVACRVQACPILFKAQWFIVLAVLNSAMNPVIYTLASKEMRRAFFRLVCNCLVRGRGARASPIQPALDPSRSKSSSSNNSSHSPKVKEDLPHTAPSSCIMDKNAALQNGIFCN
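Benchmarks: high control 1 µM S1P / System: stable CHO line with human S1P3, Gα16, NFAT-BLA reporter / Dosing: single compound concentration, 4.5 µM final / Timing: 4 h compound at 37 °C, 2 h substrate at RT / Measured by: FRET β-lactamase substrate fluorescence, excitation 405 nm, 460/535 nm emission ratio, background-subtracted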
Jurkat tox 60K = cytotoxic compounds reducing Jurkat cell viability; Jurkat E6.1 viability, ATP luminescence, 48 h; inhibition, % at 4 µM; actives 1.2% (n = 56,000);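 active = inhibition above the mean inhibition of all tested compounds plus 3 SD, cut at about 28% in these data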
M1 antag = M1 muscarinic receptor (rat) antagonism | P08482 | actives 3.4% (n = 64,000) | AID 628 | CHO-M1 cells, Fluo-4 calcium, ACh EC80 antagonist mode; hits give low values | B-score at 10 µM;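 active = calcium fluorescence response, raw or row-and-column corrected B-score, differing from the plate sample mean either way at a set confidence level, mostly lower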
5HT1a ag = activates the human 5-HT1a serotonin receptor; P08908; CHO 5-HT1a Ga15 NFAT-bla reporter, FRET ratio; 0% basal, 100% maximal reference agonist; activation, % at 10 µM; actives 0.56% (n = 65,000);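 active = activation above the screen-wide mean activation plus 3 SD, cut at about 19% in these data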;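 also: 0% = DMSO wells and 100% = 5-CT at EC100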
The depositor's hits bear a star; x = no result given.

SMILES	5HT1E ag	HTR1E antagonist	M1 agonist	5-HT1A blocker	S1P1 ag-PAM	S1P3 agonist	Jurkat tox 60K	M1 antag	5HT1a ag
CCOC(=O)c1[nH]c2ccc(OC)cc2c1NC(=O)c1ccc2c(c1)OCO2	0.7	4	-0.038	-5	x	x	x	0.013	1.2
O=C(CN1C(=O)NC2(CCCCC2)C1=O)Nc1ccc(S(=O)(=O)N2CCOCC2)cc1	0.3	0	0.88	-6	11	0.2	-4	0.71	-2.6
c1cncc(-c2nc3ccccc3o2)c1	-0.1	-8	0.68	-4	-13	-0.2	-2	-0.18	-0.9
CCC(Sc1nc(=O)cc(N)n1-c1ccccc1)C(=O)Nc1ccc(Cl)cn1 (configuration not stated)	0.2	-6	-0.26	-4	-15	0.2	0	0.25	5.6
Clc1cccc(OCCn2cncn2)c1Cl	-1.9	9	-3.1	-6	x	x	x	-0.32	0.3
COc1ccccc1Nc1nc(N)nc(CSc2nc(C)cc(C)n2)n1	-0.7	10	0.75	2	-26	-0.2	-4	-0.18	-1.0
CCOC(=O)c1c(NC(=O)Cn2c(=O)oc3ccccc32)oc(C)c1C(C)=O	-0.2	-13	0.041	-3	-3	0.0	5	0.31	-1.6
CC1(C)CC(=O)C2=C(C1)N(c1cccc(O)c1)C1=C(C2)C(=O)CC(C)(C)C1	1.1	30*	22*	20	8	-1.1	5	-0.53	-0.1
Oc1ccc2oc3c(c2c1/C=N/n1cnnc1)CCCC3	0.6	-4	1.3*	-4	1	-2.5	9	1.2	1.1
COc1ccc(-c2c3c(=O)n(C)c(=O)n(C)c3c3nnc4ccccc4n23)cc1	-0.4	8	0.49	14	-1	-1.2	9	-0.022	-1.9
COc1ccc(CCNC2=NCC(C)S2)cc1 (configuration not stated)	-0.7	-6	31*	18	-4	-0.9	2	-1.6	3.0
CCOC(=O)c1c(NC(=O)c2ccc(Br)o2)sc(C)c1CC	-0.5	18	0.18	11	-52	-1.3	1	-0.34	1.3
CC(=O)c1c(C)nn(CC(O)Cn2c3c(c4cc(C)ccc42)CCCC3=O)c1C (configuration not stated)	0.0	3	5.2*	1	2	0.2	3	0.39	4.5
COc1ccc(OCC(=O)N2CCN(C(=O)COc3ccccc3)CC2)cc1	0.8	-4	0.9	-18	x	-0.2	-1	0.89	0.2
COc1ccc(-n2cc(-c3ccccc3)c3c(N4CCN(CCO)CC4)ncnc32)cc1	0.3	8	1.6	-11	x	x	x	-0.67	2.0
CCOc1ccc(NC(=O)COc2nsnc2N2CCCCC2)cc1	-0.4	13	-1.3	-8	0	-0.2	14	-0.27	-3.5
CN1CCN(c2nc3c(c(=O)[nH]c(=O)n3C)n2CCSc2nc3ccccc3s2)CC1	-0.6	1	-1.1	-14	-22	0.2	-6	0.29	-0.5
Cc1ccc(N(CC(=O)Nc2ccc(C)cn2)S(=O)(=O)c2c(C)nn(C)c2C)cc1	-0.2	2	-0.93	3	-6	0.0	-4	-0.0088	-3.0
CC(C)[C@H](NC(=O)Nc1ccc(Oc2ccccc2)cc1)C(=O)O	0.5	-6	0.15	-14	7	0.2	-1	0.0088	-3.7
Cc1ccccc1N1C(=O)CC(N(O)c2ccccc2)C1=O (configuration not stated)	0.0	0	0.022	13	10	-1.1	-6	-0.32	-1.7
COC(=O)c1ccc(NCC(=O)c2ccccc2)cc1	-0.1	-3	0.069	19	x	x	x	1.3	-0.2
CN(c1ccc(C(=O)N2CCCCC2)cc1)S(=O)(=O)c1ccccc1	0.0	2	0.69	10	x	-1.3	8	-0.39	-1.4
Cc1ccc(OCC(O)CN2CCN(CC(O)COc3ccc(C)cc3)CC2)cc1 (configuration not stated)	-0.4	1	0.026	13	20	-1.4	-2	0.12	0.2
CC1(C)CC(N(Cc2cccs2)C(=O)c2ccco2)CCO1 (configuration not stated)	-2.1	12	0.011	4	-2	-0.9	0	1	2.0
c1nnn(C23CC4CC(CC(C4)C2)C3)n1	-0.4	-9	0.76	-8	11	-0.5	-1	0.69	-3.7
Cc1cc(C)cc(OCC(=O)N(Cc2cccs2)C2CCS(=O)(=O)C2)c1 (configuration not stated)	0.0	10	0.94	-9	-8	-0.2	-4	0.7	1.1
Cc1ccc(S(=O)(=O)CCC(=O)OCC(=O)Nc2ncc(Cl)cc2Cl)cc1	0.7	-8	-0.52	0	-13	-1.0	-3	0.035	-3.7
O=C(C1CCCCC1)N1CCCC(c2nc(-c3ccc(F)cc3)no2)C1 (configuration not stated)	2.1	0	0.0072	-12	-8	-1.1	6	-0.28	0.3
O=C(O)CCN1C(=O)C(=C2CCCCCC2)SC1=S	0.0	-1	0.0022	3	-3	-0.3	-1	-0.029	-0.8
O=C(Nc1cccc(-c2nc3cccnc3s2)c1)c1ccco1	1.0	9	6*	-8	-11	-0.2	-3	-1.5	-0.7
O=C(Nc1nnc(/N=C/c2ccco2)s1)c1ccc(F)cc1	-0.2	18	0.041	3	6	0.1	8	-0.45	-2.4
COCc1cc(C2C(C(=O)c3ccco3)=C(O)C(=O)N2CCOCCO)ccc1O (configuration not stated)	-0.6	0	-0.59	-8	13	-0.9	1	0.47	-2.0
Cc1ccc(Nc2nc(N)nc(CN3CCN(Cc4ccc5c(c4)OCO5)CC3)n2)cc1	-0.8	8	0.85	13	x	-0.7	-2	-3.5*	-2.1
CCSc1nnc2c(n1)OC(C)(C)Nc1ccccc1-2	0.4	22	0.25	18	13	-0.9	8	0.35	-0.1
O=C(Nc1ccc2c(c1)OCCO2)C1CCN(c2nnnn2-c2ccccc2)CC1	-0.3	-5	0.042	20	4	-0.9	8	0.29	-1.1
Cn1c(=O)c2c(nc(NCc3ccco3)n2C/C=C/c2ccccc2)n(C)c1=O	-0.4	23	-1.7	-1	53	-0.8	49*	-0.05	1.1
COC(=O)c1ccccc1N1C(=O)C2C(C1=O)[C@H]1C=C[C@@H]2C1 (some centres not stated)	-0.7	-1	0.66	-5	-2	-0.3	-2	0.0072	1.3
O=C1CN(C(=O)COC(=O)c2ccccc2NC(=O)c2ccco2)c2ccccc2N1	0.1	10	3.6*	13	-26	0.2	-2	-0.73	-1.9
CCC(=O)N(Cc1ccco1)c1nc(-c2cc(OC)ccc2OC)cs1	-0.2	3	-0.29	25	0	-1.1	3	0.73	0.5
Cn1cccc1C(=O)NC(=O)COC(=O)Cc1coc2ccc3ccccc3c12	0.6	-10	-0.56	-1	14	0.8	-1	-0.027	-2.3
CCCC(=O)N1c2ccccc2NC2=C(C(=O)CCC2)C1c1ccc(F)cc1 (configuration not stated)	-0.6	-1	0.072	2	-10	-0.3	-3	0.29	-1.0
O=C1CCc2cc(S(=O)(=O)N3CCC(C(=O)NC4CCCC4)CC3)ccc2N1	0.7	0	0.19	5	-15	-0.7	-2	0.41	-2.1
CC(=O)N1CCN(c2ccc(NC(=O)c3ccccc3Br)cc2Cl)CC1	-0.1	12	-1.3	22	x	-0.1	-1	-0.1	-1.7
CCOC(=O)c1cnc(NCc2ccccc2)nc1C	0.5	6	-1.2	-5	12	-0.9	-3	1	-2.7
CN(CCc1ccccn1)C(=O)CN(C)S(=O)(=O)c1ccc2c(c1)c(=O)n(C)c(=O)n2C	-1.0	3	x	-6	3	0.5	0	x	-0.5
CCN(CC)CCNC(=O)Cn1c(-c2ccccn2)nc2ccccc21	0.7	3	-0.96	-1	-6	-0.3	3	-2.1	-2.5
CC1Cc2cc(-c3csc(NC(=O)Cc4cccs4)n3)ccc2N1S(C)(=O)=O (configuration not stated)	-0.5	7	1.6	-8	57*	-1.3	74*	-1.2	-0.9
Nn1c(SCC(=O)Nc2ccc(Oc3ccccc3)cc2)nnc1C1CC1	0.3	-1	0.22	-11	-6	-0.9	2	0.049	-5.4
Clc1cccc(Cl)c1Cn1cnc(=NCc2ccco2)c2[nH]cnc21	1.4	-1	0.17	1	10	0.4	0	1.1	0.7
Cn1cnnc1SCC(=O)Nc1sccc1C#N	-0.3	0	-0.047	-1	8	0.7	0	0.32	0.3
Cc1cc(C(=O)Nc2nc3c(s2)CCCC3)no1	0.2	-4	-0.58	0	-9	-0.9	-4	0.78	-3.7
O=C(O)CCCCCNC(=O)CCn1cnc2ccccc2c1=O	-2.1	12	-0.084	9	0	-1.3	4	0.16	-3.0
Cc1nnc(SCSc2nnc(C)s2)s1	-0.3	-3	-0.21	8	-15	-1.0	2	0.16	-4.5
Cc1cc(NC(=O)NC(=O)c2cccc(OC(F)(F)C(F)F)c2)n[nH]1	-0.1	11	-1.8	-7	-15	71	2	-0.39	-4.2
COc1ccc(N2C(=NC(C)=O)SC3CS(=O)(=O)CC32)cc1OC (configuration not stated)	1.0	3	0.33	-1	-13	-1.2	4	0.15	-0.6
O=C(Nc1cccc(F)c1)NC1CC2CCCC(C1)N2C1CC1 (configuration not stated)	-0.1	5	-0.64	-3	-7	-0.1	8	-0.71	0.3
Cc1cc(C(=O)CSc2n[nH]c(N)n2)c(C)n1-c1cc(F)ccc1F	0.0	-9	-0.3	-10	2	-1.0	1	0.23	-1.2
Cc1nnc(NC(=O)C2CCCN(S(=O)(=O)c3ccccc3C(F)(F)F)C2)s1 (configuration not stated)	0.2	-9	16*	-7	-7	-0.8	3	0.17	0.7
N#CCc1ccc(NS(=O)(=O)c2cccs2)cc1	-0.9	4	x	8	-8	-1.7	-1	x	-2.3
Cc1c(C)[n+](=O)c(-c2ccco2)c(C)n1[O-]	0.5	-5	0.26	-19	-15	1.0	-1	-1.7e-05	-0.4

Profiles from above. Order of values: 5HT1E ag	HTR1E antagonist	M1 agonist	5-HT1A blocker	S1P1 ag-PAM	S1P3 agonist	Jurkat tox 60K	M1 antag	5HT1a ag
Shown for O=C(Nc1cccc(F)c1)NC1CC2CCCC(C1)N2C1CC1 (configuration not stated) → -0.1	5	-0.64	-3	-7	-0.1	8	-0.71	0.3
Shown for Cc1c(C)[n+](=O)c(-c2ccco2)c(C)n1[O-] → 0.5	-5	0.26	-19	-15	1.0	-1	-1.7e-05	-0.4
Shown for Cc1cc(C(=O)CSc2n[nH]c(N)n2)c(C)n1-c1cc(F)ccc1F → 0.0	-9	-0.3	-10	2	-1.0	1	0.23	-1.2
Shown for CCN(CC)CCNC(=O)Cn1c(-c2ccccn2)nc2ccccc21 → 0.7	3	-0.96	-1	-6	-0.3	3	-2.1	-2.5
Shown for Cn1cnnc1SCC(=O)Nc1sccc1C#N → -0.3	0	-0.047	-1	8	0.7	0	0.32	0.3

(list continues)
SMILES	5HT1E ag	HTR1E antagonist	M1 agonist	5-HT1A blocker	S1P1 ag-PAM	S1P3 agonist	Jurkat tox 60K	M1 antag	5HT1a ag
CCCCOc1[nH]c2nc(-c3ccco3)n(Cc3ccco3)c(=N)c2c1C#N	-0.1	9	15*	1	19	0.1	5	-0.032	0.1
COc1cc(OC)cc(C(=O)Nc2cccc(N3CCCC3)c2)c1	-0.4	5	-0.0085	21	12	-1.3	-5	0.49	1.3
O=C(COC(=O)c1cc(-c2cccs2)nc2ccccc12)NCc1ccco1	-0.3	5	3.2	2	-8	-0.7	-4	0.63	-2.1
Cc1ccc(OCC(O)CNS(=O)(=O)c2ccccc2C(=O)N2CCCCC2)cc1 (configuration not stated)	0.1	-2	0.052	-6	-9	0.3	11	-0.03	-1.5
